M1 antag: human M1 muscarinic receptor antagonists, primary screen, CHO-K1 cells, Fluo-8 calcium fluorescence, 1536-well | CHO-K1 hM1, ACh EC80 antagonist | inhibition, % at 3 µM | 360,000 tested, 1.3% active | AID 588852, 2011;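 active = percent inhibition above its own plate's cutoff, namely the mean of that plate's compound wells plus 3 SD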;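 note: peak over basal fluorescence ratio during 140 s after agonist addition; 0% = ACh EC80 plus DMSO and 100% = DMSO alone without agonist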
Target sequence (P11229 whole entry, looked up): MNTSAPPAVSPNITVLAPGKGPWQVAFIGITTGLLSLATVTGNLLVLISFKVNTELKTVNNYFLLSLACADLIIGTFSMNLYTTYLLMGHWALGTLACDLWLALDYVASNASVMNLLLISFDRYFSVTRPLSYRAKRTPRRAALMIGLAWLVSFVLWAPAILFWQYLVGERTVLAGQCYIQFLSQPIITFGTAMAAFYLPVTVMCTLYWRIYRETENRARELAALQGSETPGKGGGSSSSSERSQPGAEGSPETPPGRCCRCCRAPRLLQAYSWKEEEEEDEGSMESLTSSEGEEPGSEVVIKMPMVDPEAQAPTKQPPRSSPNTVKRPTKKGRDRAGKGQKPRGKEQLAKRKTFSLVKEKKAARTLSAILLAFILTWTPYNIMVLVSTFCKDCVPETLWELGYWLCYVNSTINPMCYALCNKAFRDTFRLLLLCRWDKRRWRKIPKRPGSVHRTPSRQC
M1 ag parental: counter-screen for M1 agonists: effect in parental CHO-K1 cells. Fluo-8 calcium fluorescence; scaled to maximal ATP response, vehicle zero. activation, % at 3 µM. 360,000 tested, 0.48% active; in the data active = activation above about 15%;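 note: untransfected CHO-K1 host cells lacking M1 receptor as counterscreen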
M1 PAM: human M1 muscarinic receptor positive allosteric modulators, primary screen, CHO-K1 cells, Fluo-8 calcium fluorescence, 1536-well | Muscarinic acetylcholine receptor M1 (Homo sapiens), P11229 | activation, % at 3 µM | CHO-K1 hM1, ACh EC20; 0% = ACh EC20, 100% = maximal ACh | AID 588819, 2011 | 360,000 tested, 0.088% active; in the data active = activation above about 19%, passing the limit was not always enough
CHO parental Ca: ATP-evoked calcium signal inhibitors, parental CHO, primary screen, counter-screen for OX1R antagonist project, cell-based, fluorescence, Fluo-8 calcium dye; AID 463079, 2010; parental CHO-K1, ATP-induced calcium, Fluo-8 fluorescence; 330,000 tested, 0.63% active; inhibition, % at 5.6 µM;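 active = inhibition above that plate's mean sample inhibition plus 3 SD, cut at about 26% in these data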;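 note: 0% = ATP-challenged DMSO wells and 100% = DMSO wells without ATP; some compounds past the cut are filed as inactive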
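Test system: untransfected parental CHO cell line; also added: ATP stimulus; dosing: 5.6 µM, single dose; signal: calcium-sensitive Fluo-8 fluorescence; measure: percent inhibition of ATP-evoked calcium rise, normalized to controls; benchmarks: low control ATP plus DMSO, high control DMSO only; replication: one well per compound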
M1 ag: human M1 muscarinic receptor agonists, primary screen, Fluo-8 calcium fluorescence, CHO-K1 cells, HTS. AID 588814, 2011. 360,000 tested, 0.33% active. Muscarinic acetylcholine receptor M1 (Homo sapiens), P11229. activation, % at 3 µM. CHO-K1 hM1, agonist mode; 0% DMSO, 100% acetylcholine EC100;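 active = activation above the run's mean compound activation plus 3 SD, cut at about 16% in these data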;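 note: peak over basal fluorescence ratio within a 140 s kinetic read after compound addition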
CHO-K1 Ca antag: counter-screen for M1 antagonists: effect in parental CHO-K1 cells. ATP-induced calcium, Fluo-8 fluorescence. inhibition, % at 3 µM. 360,000 tested, 0.6% active. AID 602250;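 active = inhibition above a per-plate cutoff, the plate's mean sample inhibition plus 3 SD, cut at about 24% in these data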;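 note: 0% = DMSO plus EC80 ATP and 100% = DMSO alone without ATP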
OXTR potentiator: human OXTR potentiators, primary screen, fluorescence, CHO-OTR cells, Fluo-8 calcium | Oxytocin receptor (Homo sapiens), P30559 | Fluo-8 calcium fluorescence, potentiator mode; 0% = oxytocin EC15, 100% = EC100 | activation, % at 3 µM | 320,000 tested, 0.061% active;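 active = activation above that plate's cutoff, the mean activation of tested compounds plus 3 SD, cut at about 6.6% in these data, passing the limit was not always enough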;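 note: 100% uses oxytocin at 75 nM as the full agonist control; some results filed as inactive read as strong as hits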
Target sequence (P30559 whole entry, looked up): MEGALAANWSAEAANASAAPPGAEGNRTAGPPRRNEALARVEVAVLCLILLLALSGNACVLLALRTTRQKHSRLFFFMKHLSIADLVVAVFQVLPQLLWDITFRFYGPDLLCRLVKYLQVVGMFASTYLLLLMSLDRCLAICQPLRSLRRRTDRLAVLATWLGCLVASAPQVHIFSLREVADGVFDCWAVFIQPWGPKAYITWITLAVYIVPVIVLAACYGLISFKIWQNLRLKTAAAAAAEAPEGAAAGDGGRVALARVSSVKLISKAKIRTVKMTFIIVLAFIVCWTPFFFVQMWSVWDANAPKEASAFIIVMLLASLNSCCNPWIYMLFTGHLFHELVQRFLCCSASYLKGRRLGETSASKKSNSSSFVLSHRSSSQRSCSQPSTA
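Replication – single well per compound, singlicate · Assay system – CHO cell line stably expressing human OTR · Timing – 6 min pre-incubation, 100 s read · Measure – normalized max/min fluorescence ratio, % activation · Doses – 3.0 µM, one dose · Detection – Fluo-8 calcium dye fluorescence · Probe or stimulus – oxytocin near EC15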
CHRM4 agonist: human M4 muscarinic receptor agonists, primary screen, CHO-K1 cells, Fluo-8 calcium fluorescence; Muscarinic acetylcholine receptor M4 (Homo sapiens), P08173; 360,000 tested, 0.14% active; CHO-K1 hM4/Gqi5; vehicle 0%, full acetylcholine response 100%; activation, % at 3 µM;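 active = activation above the run mean over all test wells plus 3 SD, cut at about 32% in these data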;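 note: peak over basal fluorescence ratio per well then scaled between controls; 0% = DMSO wells and 100% = acetylcholine at EC100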
CHRM4 antagonist: human M4 muscarinic receptor antagonists, primary screen, CHO cells, Fluo-8 calcium fluorescence | Muscarinic acetylcholine receptor M4 (Homo sapiens), P08173 | 360,000 tested, 0.73% active | AID 624125, 2012 | CHO-hM4 cells, ACh EC80 | inhibition, % at 3 µM;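 active = inhibition above its plate's cutoff, the mean inhibition of sample wells plus 3 SD, cut at about 27% in these data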;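 note: 0% = acetylcholine EC80 with DMSO and 100% = DMSO without agonist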
* = called active by the depositor; . = no result given.

SMILES	M1 antag	M1 ag parental	M1 PAM	CHO parental Ca	M1 ag	CHO-K1 Ca antag	OXTR potentiator	CHRM4 agonist	CHRM4 antagonist
COc1ccc(Br)cc1CNC(=O)Cc1cccs1	-3	-0.9	2	.	-9	-11	.	1	-23
CCOC(=O)COc1ccc2c(=O)c(-c3ccc(OC)c(OC)c3)c(C(=O)OCC)oc2c1	-17	0.9	9	-16	-5	-13	0	2	5
COc1ccccc1CCNC(=O)C(=O)NCC1OCCN1S(=O)(=O)c1ccc(C)cc1 (stereo not given)	-7	2.0	0	-20	-5	-7	-5	4	-7
CC(C)(C)C(=O)NC(=S)NNC(=O)C(c1ccccc1)c1ccccc1	91*	107*	-24	79*	114*	47*	-9	154*	76*
CCNC(=O)CN1C(=O)NC(Cc2ccccc2)(Cc2ccccc2)C1=O	5	0.5	-2	-5	-5	-1	1	1	-1
O=C1CC[C@@H](O)CCN1CC[C@H](Sc1ccccc1)c1ccccc1	-10	0.1	1	-6	-3	5	-13	2	0
COc1cc(C#CC#CCN2CCCCC2)ccc1O	30	0.2	-16	-13	-4	-14	-1	2	4
CC(=O)c1c(C(C)=O)c(C)n(-c2cccc([N+](=O)[O-])c2)c1C	-12	0.1	11	-15	-1	-1	-8	1	6
Cc1ccc(C(C(=O)NC2CCCC2)N(Cc2ccc3c(c2)OCO3)C(=O)Cc2cccs2)cc1 (stereo not given)	14	2.5	-12	-30	-4	-6	-22	7	-6
COc1cccc(C(=O)NN2C(=O)C3C4C=CC(O4)C3C2=O)c1 (stereo not given)	-5	0.5	8	-7	-2	-11	-5	1	3
Cc1cccc(CNC(=O)C2CCC(=O)N(C3CC3)C2)c1 (stereo not given)	6	0.1	-4	-6	-2	1	-5	0	1
COc1ccc(N2C[C@H](Cc3ccccc3)[C@@H](CC(=O)Nc3ccccc3)C2=O)cc1	7	8.6	-5	.	3	0	.	6	-8
Cc1ccc(CC(NC(=O)c2ccc(C)cc2)C(=O)O)cc1 (stereo not given)	-4	0.2	2	-1	-1	0	.	1	-8
O=C(c1ccc(Cl)c(S(=O)(=O)N2CCCC2)c1)N1CCN(c2ccc(F)cc2)CC1	2	4.8	0	-3	-7	-15	-14	4	1
Cc1sc2ncnc(N3CCN(Cc4ccccc4)CC3)c2c1-c1ccc(F)cc1	0	0.5	-2	-27	-3	-7	2	0	9
C/C(=N\NC(=O)c1ccc(C)cc1)c1c(C)[nH]n(-c2ccccc2)c1=O	12	0.3	-3	.	0	-9	.	1	-5
COc1ccc(S(=O)(=O)Nc2ccccc2C(=O)Nc2nc(-c3ccc(F)cc3)cs2)cc1OC	29	15	-14	26	-5	33*	-16	18	33*
O=C(NC1CC1)c1ccc(CSCc2cccc(F)c2)o1	-2	1.3	0	-7	4	-8	-7	5	2
Nc1cccc(Oc2ccc3c(c2)C(=O)N(CCO)C3=O)c1	-10	0.7	5	.	0	-8	.	1	-2
CN(Cc1nc(-c2cnccn2)no1)CC(O)c1ccccc1 (stereo not given)	3	-0.5	2	-7	-2	-14	3	1	3
COc1ccc(S(=O)(=O)Cc2ccc(C(=O)N3CCCC3)o2)cc1	3	0.8	-4	-4	-1	-3	-4	2	-4
O=[N+]([O-])c1cc([N+](=O)[O-])c(Oc2c(F)cccc2F)cc1NN1CCCCC1	9	-0.1	6	-8	-5	-1	4	1	-1
CCOP(=O)(OCC)c1cccc(P(=O)(c2ccccc2)c2ccccc2)c1O	-17	4.1	10	-11	-1	-20	-1	3	1
COc1ccc(NC(=O)c2oc3ccccc3c2CSC)cc1S(=O)(=O)N1CCOCC1	4	0.1	0	-8	-1	-3	-4	0	-5
CCOC(=O)C1(C)NC(c2ccc(OC)cc2OC)C2C(=O)N(CC)C(=O)C21 (stereo not given)	-2	0.2	2	7	-3	-7	-3	0	4
Cc1cc(S(=O)(=O)NCCc2ccncc2)cc(C)c1F	-20	0.8	14	-19	-6	-4	-5	0	-5
O=C(NCc1ccccn1)Nc1ccccc1Cl	-13	1.6	11	-6	-3	-6	-11	2	-6
CC(C)n1nnnc1SCC(=O)Nc1ccc2c(c1)OCO2	-13	0.1	7	2	-4	-13	-5	1	3
CCc1ccc(C(=O)CC2(O)C(=O)N(CN3CCOCC3)c3ccccc32)cc1 (stereo not given)	-12	0.5	4	-18	-4	-1	0	1	10
CCOC(=O)CNC(=O)CSc1nc2c(C)cccc2cc1CC	1	-0.8	-1	-21	-13	-5	-4	1	-7

Three of the entries above in order of their number in M1 antag, largest number first:
mol	M1 antag
O=[N+]([O-])c1cc([N+](=O)[O-])c(Oc2c(F)cccc2F)cc1NN1CCCCC1	9
CCOC(=O)C1(C)NC(c2ccc(OC)cc2OC)C2C(=O)N(CC)C(=O)C21 (stereo not given)	-2
CCc1ccc(C(=O)CC2(O)C(=O)N(CN3CCOCC3)c3ccccc32)cc1 (stereo not given)	-12

(further entries)
SMILES	M1 antag	M1 ag parental	M1 PAM	CHO parental Ca	M1 ag	CHO-K1 Ca antag	OXTR potentiator	CHRM4 agonist	CHRM4 antagonist
CC(C)c1ccc2nc(NC(=O)C3CC3)sc2c1	-22	-0.6	9	-14	3	-8	-3	6	-9
COc1ccc(Nc2ncnc3ccc(Br)cc23)cc1OC	-13	11	7	-19	-3	-5	5	1	-4
COc1cc2nc(C3CCC3)n(N)c(=O)c2cc1OC	-5	0.2	1	1	0	-19	4	0	-9
CC(C)c1ccc(NC(=O)CC2Oc3ccccc3NC2=O)cc1 (stereo not given)	-10	2.3	3	-21	-2	-3	1	8	-3
O=C(C1CCCN(c2nnc(-n3cccc3)s2)C1)N1CCN(c2ccccc2)CC1 (stereo not given)	-1	3.2	-4	-8	-3	-9	-9	24	-8
CCN(CCO)Cc1cn[nH]c1-c1ccc(C)c(C)c1	-3	1.1	6	-12	-7	-13	-1	0	-5
COc1ccc(F)cc1-c1cc(NC(C)=O)c2ncc(-c3cc(OC)c(OC)c(OC)c3)n2c1	8	7.8	-5	.	5	7	.	11	-6
O=C(O)c1cccc(NS(=O)(=O)c2cc(S(=O)(=O)c3ccc(Cl)cc3)ccc2Cl)c1	7	-0.3	-3	-9	-4	4	0	0	11
Cc1ccc(S(=O)(=O)N2CCC[C@H]2C(=O)Oc2ccccc2)cc1	-8	0.2	5	.	-2	3	.	3	0
O=S(=O)(Nc1ncccn1)c1ccc(NC(=S)NCCc2ccc(Cl)cc2)cc1	5	-0.7	-7	-10	-5	4	-22	0	6
CCCN1C(=O)/C(=c2\sc3nc(=O)c(Cc4ccc(C)cc4)nn3c2=O)c2ccccc21	5	0.2	2	-23	-6	-1	-10	1	-6
COc1cccc(NC(=O)CN(C)C(=O)CNC(=O)c2ccc(C)s2)c1	-4	-0.4	5	.	-3	9	.	0	1
CC(=O)C1=C(C)NC(=O)NC1c1cc(Br)ccc1OCC(N)=O (stereo not given)	-27	5.3	5	-3	2	2	-3	0	-3
CCOP(=O)(OCC)c1nc(-c2ccc(Cl)cc2Cl)oc1N1CCOCC1	-10	1.7	12	-5	-5	-13	-8	0	5
Cc1cc(C(=O)N2CCc3ccccc32)n(-c2ccccc2)n1	-9	-0.1	8	-3	-7	-4	1	0	-8
O=C(Nc1cccc2c1CCCC2)c1cc(C2CCCCN2C(=O)CCCc2ccccc2)on1 (stereo not given)	-20	0.8	6	.	-4	-10	.	0	-5
CCOCCCNC(=O)C(Cc1ccccc1)NC(=O)c1ccco1 (stereo not given)	-8	-0.1	6	-8	-1	5	0	1	5
Cc1ccc(C2(C)CC(C)(C)N(C(=O)CSc3nnc(C)s3)c3ccccc32)cc1 (stereo not given)	1	-0.1	2	-13	-6	-11	-7	-2	-6
COc1ccc(C(=O)Nc2nc3ccccc3s2)c(OC)c1	-7	1.1	-2	-10	-6	1	-13	4	-3
CC1(C)CCC[C@@]2(C)CC=C(C(=O)O)[C@@H]3C[C@]312	-8	1.1	5	-8	-6	-7	-2	9	-28
CCc1ccc(CN(C)C(C)C(=O)NCc2ccccc2)cc1 (stereo not given)	1	0.1	-11	.	-9	-9	.	-1	3
O=c1c2cc(-c3ccccc3)sc2ncn1-n1cccc1	-16	0.7	-2	8	0	-10	-12	1	-1
CN(Cc1cn[nH]c1-c1ccc2c(c1)OCO2)C1CCOCC1	-27	0.6	6	-4	-2	-13	-11	0	4
O=C(NCCCN1CCOCC1)c1cccs1	-8	0.3	9	-3	-6	-22	1	0	0
Cc1nc2ncnn2c(C)c1CCC(=O)NCCC1=CCCCC1	5	-0.2	-2	-3	-2	-4	-2	1	-16
O=C(CSc1nnc2ccccn12)c1ccc(Cl)cc1	-5	1.4	8	-14	-6	-18	0	1	-7
CCOc1ccccc1N1CCN(Cc2ccc(OC)c(OC)c2OC)CC1	1	0.3	-2	-19	-14	-1	-3	0	9
COc1cc(C(=O)Nc2ccc(S(=O)(=O)Nc3onc(C)c3C)cc2)cc(OC)c1OC	3	-0.3	-4	-5	-4	-8	-1	0	-8
COc1ccc(N2CCN(C(=O)Oc3ccc([N+](=O)[O-])cc3)CC2)cc1	.	7.1	.	.	.	0	.	10	2
Cc1ccc(OCC(=O)Nc2nnc(S(=O)(=O)N3CCCCC3)s2)cc1	0	2.0	0	-1	6	-8	-4	1	-3
CC(=O)c1ccc(-c2nc3ccccc3n2C)o1	2	0.0	3	-10	-4	17	-3	0	-4
O=C1CCC2CCCCC2(O)O1 (stereo not given)	-4	0.5	4	-6	-4	-9	-14	1	-2
CCCC(=O)Nc1c(O)c2ccccc2[nH]c1=O	-4	0.7	4	5	-2	-16	-16	1	-11
O=C(N1CCN(c2cccc(Cl)c2)CC1)C1(c2cccs2)CCOCC1	7	0.3	-1	-26	-2	3	-11	0	3
COc1ccc(C2=CC(=O)OC3(CCCCC3)O2)cc1	3	0.2	-3	-14	-6	-1	0	-2	1
COC(=O)c1cn(NC(=O)c2cnccn2)c(=O)c2ccccc12	-3	-0.1	1	6	-3	2	-10	0	-1
NC(CSC1(c2ccc(Cl)cc2)c2ccccc2-c2ccccc21)C(=O)O (stereo not given)	-12	0.0	0	.	-3	-24	.	-1	-16
COc1ccc(CNC(=O)CN(C(=O)c2cc3sccc3n2C)C2CCCC2)cc1	14	2.3	-13	-31	-5	-4	-7	4	6
Cc1ccc(CNC(N)=S)cc1	-5	0.2	11	-9	0	21	-2	0	4

Screens: PubChem, The Scripps Research Institute Molecular Screening Center
